CHO-K1 Ca ag – counter-screen for M1 agonists: effect in parental CHO-K1 cells; Fluo-8 calcium fluorescence; scaled to maximal ATP response, vehicle zero; activation, % at 3 µM; 360,000 tested, 0.48% active; AID 602248, 2012; in the data active means activation above about 15%;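 further: untransfected CHO-K1 host cells lacking M1 receptor as counterscreen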
CHRM4 antagonist – human M4 muscarinic receptor antagonists, primary screen, CHO cells, Fluo-8 calcium fluorescence; Muscarinic acetylcholine receptor M4 (Homo sapiens), P08173; inhibition, % at 3 µM; 360,000 tested, 0.73% active; CHO-hM4 cells, ACh EC80;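 active means inhibition above its plate's cutoff, the mean inhibition of sample wells plus 3 SD, cut at about 27% in these data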;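 further: 0% = acetylcholine EC80 with DMSO and 100% = DMSO without agonist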
Target sequence (P08173 whole entry, looked up): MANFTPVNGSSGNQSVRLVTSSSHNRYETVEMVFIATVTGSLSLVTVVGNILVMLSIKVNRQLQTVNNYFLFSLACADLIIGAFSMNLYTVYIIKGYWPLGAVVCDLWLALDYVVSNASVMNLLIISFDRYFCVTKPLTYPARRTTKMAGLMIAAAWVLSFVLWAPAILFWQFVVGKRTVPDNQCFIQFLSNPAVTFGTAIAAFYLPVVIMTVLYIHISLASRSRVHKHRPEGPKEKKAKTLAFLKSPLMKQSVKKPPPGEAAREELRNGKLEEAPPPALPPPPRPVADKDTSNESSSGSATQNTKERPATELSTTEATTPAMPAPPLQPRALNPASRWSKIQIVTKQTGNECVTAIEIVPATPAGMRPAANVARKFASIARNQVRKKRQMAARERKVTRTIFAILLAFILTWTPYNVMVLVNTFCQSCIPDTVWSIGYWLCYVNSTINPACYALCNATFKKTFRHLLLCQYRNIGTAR
M1 PAM – human M1 muscarinic receptor positive allosteric modulators, primary screen, CHO-K1 cells, Fluo-8 calcium fluorescence, 1536-well; Muscarinic acetylcholine receptor M1 (Homo sapiens), P11229; CHO-K1 hM1, ACh EC20; 0% = ACh EC20, 100% = maximal ACh; activation, % at 3 µM; 360,000 tested, 0.088% active; in the data active means activation above about 19%, passing the limit was not always enough
Target sequence (P11229 whole entry, looked up): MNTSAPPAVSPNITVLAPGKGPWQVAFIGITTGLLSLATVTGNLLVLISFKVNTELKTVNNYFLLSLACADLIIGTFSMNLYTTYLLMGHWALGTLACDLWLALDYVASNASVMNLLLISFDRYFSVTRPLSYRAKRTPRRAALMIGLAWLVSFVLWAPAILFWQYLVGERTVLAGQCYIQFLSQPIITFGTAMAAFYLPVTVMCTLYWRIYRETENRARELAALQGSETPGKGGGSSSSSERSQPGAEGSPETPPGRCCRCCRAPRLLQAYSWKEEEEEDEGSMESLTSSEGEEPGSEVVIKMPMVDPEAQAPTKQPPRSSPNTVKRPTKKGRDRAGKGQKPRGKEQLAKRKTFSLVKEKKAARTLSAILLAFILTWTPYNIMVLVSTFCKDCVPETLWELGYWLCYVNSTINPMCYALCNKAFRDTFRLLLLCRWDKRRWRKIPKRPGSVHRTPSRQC
CHO parental Ca – ATP-evoked calcium signal inhibitors, parental CHO, primary screen, counter-screen for OX1R antagonist project, cell-based, fluorescence, Fluo-8 calcium dye. AID 463079, 2010. inhibition, % at 5.6 µM. parental CHO-K1, ATP-induced calcium, Fluo-8 fluorescence. 330,000 tested, 0.63% active;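 active means inhibition above that plate's mean sample inhibition plus 3 SD, cut at about 26% in these data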;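 further: 0% = ATP-challenged DMSO wells and 100% = DMSO wells without ATP; some compounds past the cut are filed as inactive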
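Measured by: calcium-sensitive Fluo-8 fluorescence / Test system: CHO parental line / Controls: ATP-challenged DMSO wells low, unchallenged DMSO wells high / Measure: % inhibition / Compound: single nominal dose of 5.6 µM per compound / Replicates: single well per compound, no replicates / Reagent: ATP as calcium-mobilizing challenge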
OXTR potentiate – human OXTR potentiators, primary screen, fluorescence, CHO-OTR cells, Fluo-8 calcium; Oxytocin receptor (Homo sapiens), P30559; Fluo-8 calcium fluorescence, potentiator mode; 0% = oxytocin EC15, 100% = EC100; 320,000 tested, 0.061% active; activation, % at 3 µM;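 active means activation above that plate's cutoff, the mean activation of tested compounds plus 3 SD, cut at about 6.6% in these data, passing the limit was not always enough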;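 further: 100% uses oxytocin at 75 nM as the full agonist control; some results filed as inactive read as strong as hits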
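Assay system: CHO cell line stably expressing human OTR | Also added: Oxytocin at about EC15, sub-maximal agonist stimulus | Times: Compound 6 min at room temperature before oxytocin, 100 s read | Measured by: Fluo-8 intracellular calcium fluorescence, ex 470-495, em 515-575 nm | Controls: EC15 oxytocin alone as 0%, 75 nM oxytocin as 100%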
M1 antag – human M1 muscarinic receptor antagonists, primary screen, CHO-K1 cells, Fluo-8 calcium fluorescence, 1536-well; inhibition, % at 3 µM; CHO-K1 hM1, ACh EC80 antagonist; 360,000 tested, 1.3% active; Muscarinic acetylcholine receptor M1 (Homo sapiens), P11229;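 active means percent inhibition above its own plate's cutoff, namely the mean of that plate's compound wells plus 3 SD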;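 further: peak over basal fluorescence ratio during 140 s after agonist addition; 0% = ACh EC80 plus DMSO and 100% = DMSO alone without agonist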
CHO-K1 Ca antag – M1 antagonist counterscreen hit in parental CHO-K1 cells. ATP-induced calcium, Fluo-8 fluorescence. inhibition, % at 3 µM. 360,000 tested, 0.6% active;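 active means inhibition above a per-plate cutoff, the plate's mean sample inhibition plus 3 SD, cut at about 24% in these data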;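 further: 0% = DMSO plus EC80 ATP and 100% = DMSO alone without ATP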
CHRM4 agonist – human M4 muscarinic receptor agonists, primary screen, CHO-K1 cells, Fluo-8 calcium fluorescence; CHO-K1 hM4/Gqi5; vehicle 0%, full acetylcholine response 100%; activation, % at 3 µM; 360,000 tested, 0.14% active;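 active means activation above the run mean over all test wells plus 3 SD, cut at about 32% in these data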;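 further: peak over basal fluorescence ratio per well then scaled between controls; 0% = DMSO wells and 100% = acetylcholine at EC100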
M1 ag – human M1 muscarinic receptor agonists, primary screen, Fluo-8 calcium fluorescence, CHO-K1 cells, HTS; AID 588814, 2011; Muscarinic acetylcholine receptor M1 (Homo sapiens), P11229; 360,000 tested, 0.33% active; CHO-K1 hM1, agonist mode; 0% DMSO, 100% acetylcholine EC100; activation, % at 3 µM;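 active means activation above the run's mean compound activation plus 3 SD, cut at about 16% in these data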;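 further: peak over basal fluorescence ratio within a 140 s kinetic read after compound addition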
Numbers without * were called inactive; x = no result given.

structure	CHO-K1 Ca ag	CHRM4 antagonist	M1 PAM	CHO parental Ca	OXTR potentiate	M1 antag	CHO-K1 Ca antag	CHRM4 agonist	M1 ag
O=C(CSc1nc2c(c(=O)n1-c1ccc(Br)cc1)SCC2)NCc1ccco1	-0.8	-9	6	-22	-10	-15	-21	-2	-9
CC(C)(C)c1ccccc1OCC(=O)Nc1ccccc1C(=O)NCc1cccnc1	6.4	11	-12	16	-13	21	9	16	0
O=C(O)c1cccc(N2C(=O)c3ccc(C(=O)c4cccc([N+](=O)[O-])c4)cc3C2=O)c1	0.4	3	6	-7	-4	-9	-9	1	-3
CCOC(=O)c1c(C)[nH]c(C(=O)C(C)OC(=O)c2cccc(OCc3c(C)noc3C)c2)c1C (stereo unspecified)	4.2	13	-9	49*	-14	-2	10	8	4
Cc1cc(N2CC(C)OC(C)C2)nc2ccccc12 (stereo unspecified)	-1.0	-5	1	-16	-6	-4	7	0	-13
COc1ccc(/C(C)=N/NC(=O)Cc2ccc(Cl)cc2)cc1	0.1	-8	19	-5	-7	-30	9	0	-1
CC(C)C[C@@H](CNCC(=O)[C@H](CC(C)C)NC(=O)c1[nH]cnc1C(=O)N[C@@H](C)CN)NC(=O)c1nc[nH]c1C(=O)N[C@@H](CC(C)C)C(=O)O	0.0	2	16	x	x	-17	-11	0	2
CCOc1ccc(S(=O)(=O)Nc2cccc(C(=O)NCC(c3ccco3)N3CCCC3)c2)cc1 (stereo unspecified)	2.7	-1	4	-19	-8	-8	2	2	-4
O=C(COc1c(Br)cc(Br)c2cccnc12)Nc1ccccc1F	-0.3	0	3	-11	-2	-2	-4	0	-5
O=S(=O)(Nc1ccc(O)c2ccccc12)c1cccs1	0.3	9	6	7	0	4	-7	1	-3
COc1cc(NC(=S)N(C)CCC#N)c(OC)cc1Cl	-0.4	4	20	-1	-1	-16	7	0	6
CC(C)(C)C(CO)NC(=O)c1ccc[nH]1 (stereo unspecified)	3.2	2	3	-2	1	-4	-10	2	-3
Clc1ccccc1Sc1cnc2ccccc2n1	-0.1	-8	1	-19	-7	0	-13	-2	-4
CCCCN(C)C(=O)c1nc2ccccn2c1CN(C)Cc1csc(C)n1	0.4	-10	8	-11	-3	-7	-7	1	-9
S=C(Nc1ccc(Nc2ccccc2)cc1)Nc1ccccn1	2.6	-3	1	15	-10	4	0	3	-3
COc1cc(C(=O)NCC(c2cccs2)N(C)C)cc(Cl)c1OC(C)C (stereo unspecified)	4.8	6	-19	-24	-8	13	0	2	-8
COc1ccc(CC(=O)N2CCc3cc(OC)c(OC)cc3C2)cc1	0.2	-1	9	-11	-14	-13	-6	0	-1
O=c1[nH]c2c(c3c1CCCC3)CCCC2	-0.9	1	1	-5	-10	-26	-20	-1	-3
CC1=N/C(=C\c2ccc([N+](=O)[O-])cc2)C(=O)N1c1ccc(Br)c(C)c1	0.3	-8	12	-7	-12	3	-2	1	1
CCCCN1C(=O)C(=O)c2cc(Cl)ccc21	0.4	6	6	-12	-6	-9	-15	1	-4
CCC1=Nc2cc(C(=O)NCCN3CCCC3)ccc2Sc2ccc(C)cc21	1.0	15	-14	-28	-4	21	7	1	-6
COCCn1c(C)cc(C(=O)COC(=O)c2c(C)nn(Cc3ccccc3)c2C)c1C	0.5	1	-1	-9	-5	3	2	1	-5
COc1ccc(N(C)S(=O)(=O)c2cccc(C(=O)Nc3nc4ccccc4[nH]3)c2)cc1	7.8	9	-15	-1	-8	34*	-7	18	-4
NNC(=O)CN1C(=O)Nc2ccc(Br)cc2C1c1ccccc1 (stereo unspecified)	0.2	1	0	-26	-9	0	-8	-1	-9
COc1cccc(/C=C2\Oc3cc(OCC(=O)N4CCC[C@H]4C(=O)O)ccc3C2=O)c1	0.2	-4	4	-9	-1	-11	-3	0	-2

Further records.
structure	CHO-K1 Ca ag	CHRM4 antagonist	M1 PAM	CHO parental Ca	OXTR potentiate	M1 antag	CHO-K1 Ca antag	CHRM4 agonist	M1 ag
Cc1cc(NC(=O)/C=C/c2ccccc2)c(C(C)C)cc1O	1.0	-2	11	-14	-3	-10	-12	2	-4
O=c1[nH]c2ccccc2n1CCC1CCCCC1	-0.5	8	12	-18	-1	-10	-13	-2	-5
Cn1nc(-c2ccccc2)c(CO)c1Oc1ccc(F)cc1	0.8	-2	3	-22	2	-1	-1	2	-5
CCOC(=O)c1cc(-c2ccccc2)sc1N	-0.2	-5	1	-10	-5	-23	11	-1	-5
CCCS(=O)(=O)c1c(S(=O)(=O)CCC)c2c(C)cccn2c1C(N)=O	0.3	-4	1	-4	-6	7	3	1	-1
CN1CCN(CC(=O)N2c3ccccc3Sc3ccccc32)CC1	2.3	67*	-31	-1	-13	100*	-6	1	-10
CC1CCCCN1CCCNC(=O)c1ccc(N2CCCC2=O)cc1 (stereo unspecified)	3.0	-11	-1	4	-6	-2	2	10	-8
CN(Cc1ccccc1)C(=O)c1cnc(Cc2c[nH]c3ccccc23)c(I)c1	6.3	-11	-11	x	x	7	0	16	-1
COc1ccc(C(=O)C(C)OC(=O)CNC(=O)C2CCCCC2)cc1 (stereo unspecified)	1.4	-3	1	4	1	1	-5	2	2
Cn1nc(C(=O)N2CCc3ccccc32)c2ccccc2c1=O	-0.1	6	9	-7	-6	-15	-2	0	-9
CC(Oc1cc2oc(=O)c3c(c2cc1Cl)CCCC3)C(=O)NCc1ccccn1 (stereo unspecified)	4.8	2	-1	-39	-10	-9	-8	5	-4
O=C(N/N=C/c1ccc(Br)s1)c1ccccc1[N+](=O)[O-]	1.4	-7	6	-14	-4	1	-12	2	-6
CCCCCC(=O)Nc1ccc(S(=O)(=O)Nc2nccc(C)n2)cc1	-0.7	3	-2	5	-18	-3	7	0	-5
CCOC(=O)c1oc2ccccc2c1CSc1nnc(-c2ccco2)o1	0.3	-9	-1	-10	5	-6	0	1	-6
CC(C)Cc1nnc(NC(=O)CCC(=O)NCc2ccccc2Cl)s1	1.4	9	6	-16	-4	-10	-14	0	-1
COc1cccc(-c2cc(NC(C)=O)c3ncc(-c4cccc(C(C)=O)c4)n3c2)c1	2.6	5	-12	x	x	9	-2	5	-6
Brc1cnc(N2CCCC2)nc1N1CCCCC1	-0.1	4	2	-17	1	-1	5	0	-5
CC1CCCN(CCOc2ccc(Br)cc2)C1 (stereo unspecified)	1.6	-8	-9	-10	-4	6	-10	4	-9
CN(C)c1nc2c(N)ncnc2n1[C@H]1O[C@@H](CO)[C@H](O)[C@@H]1O	-0.4	4	7	x	x	-16	2	0	1
CCOCCCNC(=O)c1ccc(CS(=O)(=O)Cc2ccc(C)cc2)o1	1.5	-3	11	-10	1	-8	-11	1	-5
CCOc1ccccc1-n1c(SCC(=O)NC(C)(C)C)nnc1-c1ccoc1C	-0.1	4	2	-1	-2	-1	8	0	-4
O=C(CSc1nncs1)Nc1cc(S(=O)(=O)N2CCOCC2)ccc1N1CCCC1	0.1	-1	-2	x	x	19	7	1	2
COc1ccc(C(=O)N2CCC(n3c(C)nc4cc(F)ccc43)CC2)cc1OC	-0.1	3	-1	-23	-13	6	-12	0	-3
Cc1nc(CNS(=O)(=O)c2cc([N+](=O)[O-])ccc2C)cs1	1.9	-10	6	-14	-18	-7	-8	2	2
CCOc1ccccc1NC(=O)c1cc(SC)ccc1Cl	-1.2	-11	-2	-18	-11	-2	-8	-2	-12

Carrying on.
structure	CHO-K1 Ca ag	CHRM4 antagonist	M1 PAM	CHO parental Ca	OXTR potentiate	M1 antag	CHO-K1 Ca antag	CHRM4 agonist	M1 ag
CCCN1CCN(CCCNC(=O)C2CCN(c3nnc(-n4c(C)ccc4C)s3)CC2)CC1	-0.4	2	0	3	-12	-6	-10	1	-12
Clc1ccccc1Nc1c2c(nc3ncnn13)CCC2	1.3	3	-7	-19	1	13	-3	1	-6
COc1cc(/C=C/C(=O)O)ccc1OS(=O)(=O)c1c(C)cc(C)cc1C	1.2	-2	3	7	-6	-1	-17	2	0
CN(CC(=O)Nc1ccc(F)cc1)C(=O)CCc1nc2ccccc2c(=O)[nH]1	-0.2	-16	13	-38	-1	-15	-6	1	-3
CC(=O)Nc1cccc(-c2ccnc3c2CC(C)(C(=O)NCCC(F)(F)F)O3)c1 (stereo unspecified)	1.8	-7	5	x	x	-7	-13	1	-4
CCOc1ccccc1N1CCN(C(=O)C2CSC3(C)CCC(=O)N23)CC1 (stereo unspecified)	0.0	-2	3	-21	-1	-1	3	2	-2

A draw from above in order of length of the SMILES, ascending.
structure	CHO-K1 Ca ag	CHRM4 antagonist	M1 PAM	CHO parental Ca	OXTR potentiate	M1 antag	CHO-K1 Ca antag	CHRM4 agonist	M1 ag
Clc1ccccc1Nc1c2c(nc3ncnn13)CCC2	1.3	3	-7	-19	1	13	-3	1	-6
CCOCCCNC(=O)c1ccc(CS(=O)(=O)Cc2ccc(C)cc2)o1	1.5	-3	11	-10	1	-8	-11	1	-5
CCOc1ccccc1N1CCN(C(=O)C2CSC3(C)CCC(=O)N23)CC1 (stereo unspecified)	0.0	-2	3	-21	-1	-1	3	2	-2
CCOc1ccccc1-n1c(SCC(=O)NC(C)(C)C)nnc1-c1ccoc1C	-0.1	4	2	-1	-2	-1	8	0	-4
COc1cc(/C=C/C(=O)O)ccc1OS(=O)(=O)c1c(C)cc(C)cc1C	1.2	-2	3	7	-6	-1	-17	2	0
O=C(CSc1nncs1)Nc1cc(S(=O)(=O)N2CCOCC2)ccc1N1CCCC1	0.1	-1	-2	x	x	19	7	1	2
CN(CC(=O)Nc1ccc(F)cc1)C(=O)CCc1nc2ccccc2c(=O)[nH]1	-0.2	-16	13	-38	-1	-15	-6	1	-3
CC(=O)Nc1cccc(-c2ccnc3c2CC(C)(C(=O)NCCC(F)(F)F)O3)c1 (stereo unspecified)	1.8	-7	5	x	x	-7	-13	1	-4
CCCN1CCN(CCCNC(=O)C2CCN(c3nnc(-n4c(C)ccc4C)s3)CC2)CC1	-0.4	2	0	3	-12	-6	-10	1	-12
CN(C)c1nc2c(N)ncnc2n1[C@H]1O[C@@H](CO)[C@H](O)[C@@H]1O	-0.4	4	7	x	x	-16	2	0	1
